# ERK EGF inh = EGF-driven ERK pathway inhibition; Potency, µM (titrated, usually from 11.5 µM), for inactives: at the highest dose activity change, negative = inhibition, usual class: inhibitors; AID 1454; HEK293-V1b, EGF-stimulated phospho-ERK AlphaScreen; 130,000 compounds, 0.41% hits; active = well fitted inhibition curve with a large enough effect; inconclusive = small, poorly fitted or top-dose-only effect, or effect the other way;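 note: plate controls were stimulated vehicle wells for no effect and unstimulated vehicle basal for full effect; nearly all actives have a fitted effect of over 55% in size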
#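 V1b-HEK293, 1% FBS o/n; cpd 30 min 37C; EGF 25 nM final, 5 min; lyse 10 min; AlphaScreen beads 5 h RT. Normalized DMSO basal vs EGF max; Hill AC50.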
# An asterisk follows results filed as active; u = inconclusive; [ ] = another dose, or the depositor's remark. Potency is the fitted concentration of half-maximal effect.
# Start of the data: the first 4 entries (preview)
no.	Molecule	ERK EGF inh
1	Cc1ccc(C(=O)[C@@H]2[C@H]3C4COC(O4)C(=O)[C@@H]3[C@H]3C=Cc4ccccc4N32)cc1 (stereo partly specified)	-16.0%
2	CCO[C@@H]1OC(C(=O)Nc2ccccc2)=C[C@H](C2CC2)[C@H]1CCCO	-13.9%[57.5 µM]
3	O=C(O)C(Cc1ccccc1)N1C(=O)/C(=C/c2cccs2)SC1=S (stereo unspecified)	-3.5%
4	CN(C)C(=O)CSc1n[nH]c(-c2ccco2)n1	-2.7%

# The listing (from the top)
no.	Molecule	ERK EGF inh
1	Cc1ccc(C(=O)[C@@H]2[C@H]3C4COC(O4)C(=O)[C@@H]3[C@H]3C=Cc4ccccc4N32)cc1 (stereo partly specified)	-16.0%
2	CCO[C@@H]1OC(C(=O)Nc2ccccc2)=C[C@H](C2CC2)[C@H]1CCCO	-13.9%[57.5 µM]
3	O=C(O)C(Cc1ccccc1)N1C(=O)/C(=C/c2cccs2)SC1=S (stereo unspecified)	-3.5%
4	CN(C)C(=O)CSc1n[nH]c(-c2ccco2)n1	-2.7%
5	O=C(Nc1cccnc1)c1ccc(C(=O)Nc2cccnc2)cc1	0.2%
6	CCCCC1(Cc2ccc([N+](=O)[O-])cc2)C(=O)N(c2ccccc2)N(c2ccccc2)C1=O	3.5%
7	CC(C)=CCCC(C)CN1CCC(N2CCC(C(=O)N3CCOCC3)CC2)CC1 (stereo unspecified)	0.6%
8	C=CCNC(=O)COC(=O)c1ccc(Sc2nncn2C)c([N+](=O)[O-])c1	-5.4%
9	CCN(C(=O)COC(=O)c1c(C)noc1C)C1CCS(=O)(=O)C1 (stereo unspecified)	7.5%
10	COc1ccc(NC(=O)N2CCCC3(CCN(C(=O)c4cccc(F)c4)CC3)C2)cc1	-5.4%
11	O=c1c2cc3ccccc3n2cnn1Cc1ccccc1F	29.6%
12	CC(=O)CCCCn1cnc2c1c(=O)n(C)c(=O)n2C	u
13	O=C1c2cccc(OCC(=O)N3CCCc4ccccc43)c2CCN1Cc1ccccc1	18.6%
14	O=C(COC(=O)CCSc1ccccc1Cl)NCc1ccco1	-10.2%
15	COc1ccc(C2C=C(C34CC5CC(CC(C5)C3)C4)NC(=S)N2)cc1OC (stereo unspecified)	0.1%
16	COc1cc(/C=N/NC(=O)c2cnccn2)cc(OC)c1OC	2.8%
17	O=C(Cc1ccc([N+](=O)[O-])cc1)N1CCCCCC1	-1.6%
18	CC(C)(C)SCCNC(=O)/C=C/c1ccc([N+](=O)[O-])cc1	7.1%
19	COc1cc(C=Nc2cccc([N+](=O)[O-])c2C)ccc1OC(C)=O	0.6%
20	COc1ccc(CCN2C(=O)NC(NS(=O)(=O)c3ccc(N)cc3)(C(F)(F)F)C2=O)cc1OC (stereo unspecified)	3.6%
21	COc1ccc2c(c1)CC/C(=C\C=C\c1ccccc1)C2=O	7.6%
22	CCOc1ccc(NC(=O)CC2C(=O)N(c3ccccc3)C(=O)N2Cc2ccco2)cc1 (stereo unspecified)	-10.0%
23	CN(CC[C@@H](Oc1ccc(-c2ccccc2)cc1)c1ccc(F)cc1)CC(=O)O	3.9%
24	CCc1ccccc1NC(=O)Cn1nnc(C(=O)NCc2cccs2)c1N	-4.1%
25	COc1ccc2nc(Nc3nc(CSc4nnc(C)s4)cc(=O)[nH]3)nc(C)c2c1	-3.7%
26	COc1cc(/C=N/NC(=O)c2ccccc2)ccc1OS(=O)(=O)c1ccccc1	-6.6%
27	Cc1cc(C)c[n+](-c2nc3ccccc3nc2[N-]S(=O)(=O)c2ccc(Cl)cc2)c1	9.9%
28	O=S(=O)(/N=C(/Nc1ccccc1)c1ccccc1O)c1ccccc1	u
29	Cc1c(N)cccc1-n1cccc1	-1.2%[57.5 µM]
30	COc1cccc(C(=O)Nn2c(-c3cccs3)nc3ccccc3c2=O)c1OC	-1.3%
31	COc1ccc(N2CCN(CC(O)COCCOc3ccc(Br)cc3)CC2)cc1 (stereo unspecified)	-0.4%
32	CS(=O)(=O)NCCSc1cc(C(F)(F)F)nc2ccccc12	-6.5%[57.5 µM]
33	COc1cccc(NC(=S)NC(=O)c2c(Cl)c(C)nn2C)c1	6.7%
34	Cc1cc(OCCN2CCCC2)ccc1[N+](=O)[O-]	0.6%
35	COC(=O)CCNC(=O)c1ccc2[nH]c(C)c(C)c2c1	-2.5%
36	COCCCNCC#CCOc1ccc(OC)cc1	-5.0%
37	O=c1[nH]snc1N1CCOCC1	-1.1%
38	CCOC(=O)CSc1ncnc2c(C(=O)OCC)c3n(c12)CCC3	1.0%
39	Cn1nc(-c2ccc(N3CCN(CCO)CC3)c([N+](=O)[O-])c2)c2ccccc2c1=O	-7.7%
40	Cc1cc(C)c2c(N)c(C(=O)c3ccc(Br)cc3)oc2n1	4.6%[57.5 µM]
41	COC(=O)C(NC(=O)c1ccc(C)cc1)(Nc1cccc(C)n1)C(F)(F)F (stereo unspecified)	-9.9%
42	COCc1cc(N2CCOCC2)nc(SCc2ccc(Cl)cc2)n1	10.1%
43	COc1ccc(C(=O)NC(=S)Nc2ccc(CN3CCCCC3)cc2)cc1Cl	3.4%
44	N#Cc1nc(-c2ccc(F)cc2)oc1NCc1cccc2c1OCO2	10.3%
45	CCOc1ccc(CN2CCN(Cc3cccn3-c3ncccn3)CC2CCO)cc1 (stereo unspecified)	-33.7%
46	CCCC(=O)n1nc(-c2cccnc2)nc1NCc1cccs1	-3.4%[57.5 µM]
47	O=C(Cn1nnc2ccccc21)c1cccc([N+](=O)[O-])c1	4.8%
48	COc1ccc(CCCC(=O)Nc2ccccc2F)cc1	1.2%

# Next section, starting with the last 3 of the part before.
no.	Molecule	ERK EGF inh
46	CCCC(=O)n1nc(-c2cccnc2)nc1NCc1cccs1	-3.4%[57.5 µM]
47	O=C(Cn1nnc2ccccc21)c1cccc([N+](=O)[O-])c1	4.8%
48	COc1ccc(CCCC(=O)Nc2ccccc2F)cc1	1.2%
49	COCCNC(=O)CSC1=N/C(=C/c2ccc(Cl)c(Cl)c2)C(=O)N1c1ccccc1F	0.0%
50	CN(C)C(=O)c1ccc(-c2nc(N(C)C)c3ccccc3n2)cc1	-56.8%
51	Cc1cc(C)c(C(=O)Nc2ccc(Br)c(C(F)(F)F)c2)c(C)c1	0.1%
52	C=C(C)C(=O)OC[C@@H]1CCC[N@+]2(C)CCCCC12 (stereo partly specified)	-7.9%
53	Cc1cccnc1NC1CCCCC1	-5.2%
54	NC(=O)c1ccccc1NS(=O)(=O)c1ccc(F)cc1	3.5%
55	CN(N)C(=S)Nc1ccc(F)cc1	-5.9%
56	CCCOc1ccc(/C(O)=C2/C(=O)C(=O)N(CCCn3ccnc3)C2c2cccnc2)cc1 (stereo unspecified)	u
57	CC1(C(=O)O)C=CC2(CCCCC2)N1C(=O)c1ccccc1 (stereo unspecified)	-4.7%
58	CC(C)C(=O)NC(=S)/C=C1/N(C)c2ccccc2C1(C)C	u
59	COc1ccc(N2CCN(c3ncnc4c3nnn4Cc3ccccc3Cl)CC2)cc1	14.1%
60	O=C(O)c1cc(-c2ccc(O)cc2)on1	5.9%

# Filtered by structure: those above containing bromine.
no.	Molecule	ERK EGF inh
31	COc1ccc(N2CCN(CC(O)COCCOc3ccc(Br)cc3)CC2)cc1 (stereo unspecified)	-0.4%
40	Cc1cc(C)c2c(N)c(C(=O)c3ccc(Br)cc3)oc2n1	4.6%[57.5 µM]
51	Cc1cc(C)c(C(=O)Nc2ccc(Br)c(C(F)(F)F)c2)c(C)c1	0.1%

# Remaining list, next part
no.	Molecule	ERK EGF inh
61	CCOc1ccc(C(=O)Nc2ccc(N3CCN(C)CC3)cc2)cc1[N+](=O)[O-]	-5.3%
62	COc1cccc(OC)c1C(=O)N1CCOCC1	1.8%
63	O/N=C/c1nc2cc(Cl)ccc2o1	3.0%
64	O=C(Nc1ccc(O)cc1)/C(=C/c1ccco1)NC(=O)c1ccccc1	5.8%[57.5 µM]
65	O=C(NC(=O)c1cnccc1C(F)(F)F)Nc1ccccc1	-1.4%[57.5 µM]
66	CCOC(=O)C1CCN(C(=O)Nc2cc(Cl)cc(Cl)c2)CC1	-2.2%[57.5 µM]
67	Cc1cc(C)n(-c2ccc(Cl)c(C(=O)O)c2)n1	-2.8%
68	Cc1ccc(NC(=O)c2cc(N3C(=O)CCC3=O)ccc2N2CCCCC2)cc1	-5.4%
69	CCCCCCCOC(=O)c1nc(Cl)c(Cl)c(N)c1Cl	6.8%
70	N[C@@H](C(=O)O)c1ccc(C(=O)O)c(O)c1	-8.9%
71	COc1ccc(-n2c(O)c(C=Nc3ccccc3)c3ccccc3c2=O)cc1	-4.0%
72	CC(C)CN(C(=O)CN1CCN(S(=O)(=O)c2ccc3ccccc3c2)CC1)c1c(N)n(CC(C)C)c(=O)[nH]c1=O	1.4%
73	COc1ccccc1C(=O)OCC(=O)Nc1ccccc1OC(F)F	1.1%[57.5 µM]
74	COc1ccc(NC(=O)C(c2ccc(OC)cc2)N(Cc2ccco2)C(=O)CC2NC(=O)NC2=O)cc1 (stereo unspecified)	3.7%
75	O=C(Nc1cc([N+](=O)[O-])ccc1F)c1cccs1	2.6%
76	Cc1ccccc1NC(=S)NC(NC(=O)c1ccco1)C(Cl)(Cl)Cl (stereo unspecified)	7.4%
77	O=C(CN(CC1CCCO1)C(=O)CCC(=O)Nc1ccccn1)NCc1ccccc1 (stereo unspecified)	-10.5%
78	O=C(COC(=O)COc1cccc2ccccc12)NCC(F)(F)F	14.4%
79	CN(C)c1cccc(C(=O)N2CCCC(C(=O)c3cc(F)ccc3F)C2)c1 (stereo unspecified)	2.0%
80	Nc1nc(Nc2ccccc2)n[nH]1	0.9%[57.5 µM]
81	O=C(COC(=O)/C=C/c1ccc(S(=O)(=O)N2CCOCC2)cc1)NCc1ccc(Cl)cc1	3.1%
82	CCCCN(C(=O)/C=C/c1ccco1)c1c(N)n(CC(C)C)c(=O)[nH]c1=O	-0.6%
83	COc1ccc(C(=O)N/C(=C\c2cc(OC)c(OC)cc2[N+](=O)[O-])C(=O)NCCO)cc1	0.5%
84	O=[N+]([O-])c1cc2c(cc1/C=N/n1cnnc1)OCO2	0.2%
85	O=C(O/N=C1\CCCc2ccccc21)C1CC1	-2.4%
86	C=CCN(CC=C)CC(O)CN(c1cc([N+](=O)[O-])ccc1OC)S(=O)(=O)c1ccccc1 (stereo unspecified)	8.9%
87	CCOc1ccc(NC(=S)N(CCN2CCOCC2)Cc2cc3cc4c(cc3[nH]c2=O)OCCO4)cc1	0.9%
88	O=C(Nc1ccccc1C(F)(F)F)c1cc(S(=O)(=O)N2CCOCC2)ccc1F	1.4%
89	Cc1ccc(CN2CCN(Cc3cn[nH]c3-c3cccc(F)c3)CC2CCO)o1 (stereo unspecified)	-29.4%
90	CCCN(CC1COc2ccccc2O1)C(=S)Nc1ccc(C)cc1 (stereo unspecified)	-0.1%
91	CCN(CC)S(=O)(=O)c1ccc(N2CCOCC2)c(NS(=O)(=O)c2ccc(C)c(C)c2)c1	-6.9%
92	O=C(NC(=O)N1CCN(c2ccc([N+](=O)[O-])cn2)CC1)c1ccccc1F	0.3%[57.5 µM]
93	C/C=C/c1ccc2oc(-c3ccc(O)cc3)c(C)c2c1	u
94	CCCCN(C(=O)c1cc2ccccc2o1)c1c(N)n(CC(C)C)c(=O)[nH]c1=O	5.4%
95	O=C(Cn1c(=O)sc2ccccc21)Nc1nc2c(s1)CCCC2	21.5%
96	COc1ccccc1N1CCN(CC(=O)N2CCCC2)CC1	-2.4%
97	NS(=O)(=O)c1ccc(NNC(=O)c2ccccc2)cc1	-2.1%[57.5 µM]
98	COc1ccc(Nc2nc(NCc3ccco3)nc(N3CCOCC3)n2)cc1	-1.5%[57.5 µM]
99	COc1ccc2oc(=Nc3ccc(C(=O)O)cc3)c(C(=O)NCc3ccco3)cc2c1	-8.3%
100	CCC(CC)NC(=O)Nc1cccc(C)c1C	3.0%
101	CC(O)CNCCOc1ccccc1-c1ccccc1 (stereo unspecified)	8.1%
102	O=C1c2ccccc2C(=O)N1CCCCN(C(=O)c1ccc(Cl)s1)c1ccc(Cl)cc1	-5.8%
103	Cc1ccsc1/C=N/NC(=O)Cn1cnc2ccccc21	6.0%
104	O=C(O)/C=C/C(=O)NC1CCCCCCCCCCC1	-0.1%[57.5 µM]
105	Cc1ccc(-n2nnc3c(=O)n(CC(=O)NCc4ccccc4)cnc32)cc1	-11.6%
106	Cn1cnnc1SCCCN1C(=O)c2cccc3cccc(c23)C1=O	2.7%
107	COc1cccc(C(=O)Nc2cc(C)on2)c1OC	6.8%
108	Cc1ccc2cccc(NC3OC(=O)c4ccccc43)c2n1 (stereo unspecified)	0.8%
109	COc1cc2nc(CN(C)Cc3ccc(F)cc3)[nH]c(=O)c2cc1OC	1.9%
110	Cc1ccc(NC(=S)NNC(=O)c2c(Cl)c(C)nn2C)cc1	-4.2%
111	Cc1ccc(-c2cc(C(=O)NC3=NCCS3)c3ccccc3n2)cc1C	5.2%
112	C=CCN1C(=O)C(C)(C)N(C(C)=O)c2ccccc21	-11.2%
113	O=C(CN1CCCC1)Nc1ccc(F)cc1	-7.0%
114	O=C(O)c1cn(Cc2ccccn2)c(=O)c2ccccc12	-0.5%
115	Cc1cc(N2CCOCC2)ccc1/C=C1/SC(=O)NC1=O	-8.0%
116	CCCC(C)C(=O)Nc1ccc(S(=O)(=O)Nc2nccs2)cc1 (stereo unspecified)	-7.7%
117	Cc1cccc(NC(=S)N(CCN(C)C)C(C)c2ccco2)c1 (stereo unspecified)	5.2%
118	O=C(NCCNc1ccc2ccccc2c1)c1cccn2c(=O)c3sccc3nc12	-13.1%
119	COc1ccc(OCC(=O)N/N=C2/C=C(C)CC2)cc1	-5.6%
120	O=C(O)CC1(CC(=O)Nc2ccc(Oc3cccc(C(F)(F)F)c3)nc2)CCCC1	7.9%[57.5 µM]
121	CS(=O)(=O)N(CC(=O)NCc1cccnc1)C1CCCCC1	-8.3%
122	Cc1cc(C)cc(N(CCC(=O)Nc2nnc(C3CC3)s2)S(=O)(=O)c2ccc(Cl)cc2)c1	7.2%

# Some of the compounds tested; rates above refer to the full screens.
